RT RNaseH block – inhibitors of HIV-1 reverse transcriptase RNase H | P04585 | RT-RNase H RNA/DNA duplex cleavage, fluorescence | inhibition, % at 10 µM | 65,000 compounds, 1.9% hits | AID 565; in the data active = inhibition above about 50%
RmlCD inh mix – mixture blocks RmlC and RmlD coupled enzyme activity | AID 1532 | 110,000 compounds, 0.39% hits | RmlC/RmlD coupled enzyme inhibition, 384-well mixture HTS | inhibition, % at 5.5 µM; in the data active = inhibition above about 30%, passing the limit was not always enough; also: strong numbers were not always called active
Active calls of the source: *; / = no result given; & = joins results of further samples. These rows are one share of the data; count on the stated rates, not on these rows.

SMILES	RT RNaseH block	RmlCD inh mix
COc1cc(NC(=O)Cc2nn(C)c(=O)c3ccccc23)cc(OC)c1OC	/	-11
COC(=O)Cc1ccc2c3ccccc3n(C)c2c1	-19	-11
CCO[C@@H]1OC(C(=O)N2CCN(Cc3ccc4c(c3)OCO4)CC2)=C[C@H](C2CC2)[C@H]1CCCO	/	5
COc1ccc(NC(=O)N(CCCN(C)C)Cc2cc3cc(OC)ccc3[nH]c2=O)cc1	-7	/
O=S(=O)(NC1CCCCCC1)c1ccc(Br)s1	/	5
CC(=C1C(=O)c2ccccc2C1=O)N1CCN(C/C=C/c2ccccc2)CC1	/	108
O=C(NCCc1ccccc1)C1CCN(S(=O)(=O)c2cccs2)CC1	2	-19
COc1ccc(CCNC(=O)Cn2c(=O)n(Cc3ccco3)c(=O)c3ccc(Cl)cc32)cc1OC	-22	0
COc1cc(C2OCC3C(c4ccc(OC5OC(CO)C(O)C(O)C5O)c(OC)c4)OCC23)ccc1O (stereo unspecified)	/	-13
CCC(=O)N(Cc1ccc(C)cc1)Cc1cc2cc3c(cc2[nH]c1=O)OCO3	/	14
O=C1CN=C(Nc2ccccc2Cl)N1c1ccccc1	/	-1
CCOc1ccc(NC(=O)CCN2CCN(S(=O)(=O)c3ccc(OC)cc3)CC2)cc1	/	6
CCC1S/C(=C(\C#N)C(N)=O)N(c2ccc(F)cc2)C1=O (stereo unspecified)	5	-4
Fc1ccc(N2N=C(c3cccs3)CC2c2ccco2)c(F)c1 (stereo unspecified)	/	-69
COc1ccc(N(C(C)=O)S(=O)(=O)c2cccs2)cc1	/	-8
COc1cc(SC#N)ccc1N=Cc1c(C)[nH]n(-c2cccc3ccccc23)c1=O	/	-4
C=CCOc1ccc(NC(=O)C2CC(=O)N(C(C)C)C2)cc1 (stereo unspecified)	1	6
CCCC(C)C(=O)Nc1nc(C)c(-c2csc(Nc3cc(OC)ccc3OC)n2)s1 (stereo unspecified)	/	-18
CC1=C(C(=O)Nc2ccc(F)cc2)C(c2ccncc2)C2=C(CCCC2=O)N1 (stereo unspecified)	3	18
O=C(CSc1nnc(-c2ccco2)o1)N1c2ccccc2CCc2ccccc21	-17	131

The last two entries of the part before come first, to join the parts:
SMILES	RT RNaseH block	RmlCD inh mix
CC1=C(C(=O)Nc2ccc(F)cc2)C(c2ccncc2)C2=C(CCCC2=O)N1 (stereo unspecified)	3	18
O=C(CSc1nnc(-c2ccco2)o1)N1c2ccccc2CCc2ccccc21	-17	131
COC(=O)c1ccc2c(c1)NC(=O)C(N1CCOCC1)S2 (stereo unspecified)	42	2
CC1CCCN(C(=O)c2ccc3c(c2)C(=O)N(CCC2=CCCCC2)C3=O)C1 (stereo unspecified)	-4	/
COc1ccc(C2=CSC3=C(C(=O)c4cccc(S(=O)(=O)N(C)C)c4)CCN23)cc1	/	-7
COc1cccc(S(=O)(=O)Nc2ccc(C(=O)N3CCOCC3)cc2)c1	-2	9
Cc1cc(NC(=O)CSc2nnc(C(C)N(C)C)n2Cc2ccccc2)no1 (stereo unspecified)	5	-8
Cc1c(NS(=O)(=O)c2ccc3c(c2)c(=O)n(C)c(=O)n3C)c(=O)n(-c2ccccc2)n1C	-5	/
O=C(Nc1ccncc1)Nc1ccccn1	-3	4
Cc1nnc(NC(=O)c2cc3n(n2)C(C(F)(F)F)CC(C2CC2)N3)s1 (stereo unspecified)	-4	0
CCc1nnc(NC(=O)C2CCCN2S(=O)(=O)c2ccc(C)cc2)s1 (stereo unspecified)	-11	/
CCOC(=O)N1CCC(N2CCN(S(=O)(=O)c3ccc(Cl)cc3)CC2)CC1	/	-9
O=C(CSc1ncc(-c2ccc(F)cc2)[nH]1)NCc1ccco1	-4	6
Cc1cc(C)nc(SCCN2CCOCC2)n1	/	-8
Cn1c(=O)c2c(nc(Oc3ccccc3)n2C)n(C)c1=O	/	14
Cc1ccc(OCc2nnc(SCC(=O)Nc3cc(C)on3)n2C)cc1	4	-14
Nn1c(Cc2ccccc2F)nnc1SCn1nnc2ccccc2c1=O	-2	7
Clc1ncccc1-c1nc2ccccc2n1Cc1ccccc1	/	-16
O=C1NCC(O)=C1C=NC12CC3CC(CC(C3)C1)C2	-19	5&-9
CCOC(=O)CN(C(=O)CSc1nnc(CNc2ccc(C)cc2C)n1CC)c1ccccc1	2	/
COC(=O)C1=C(C)NC(=O)/C1=C\c1cc(C)n(-c2cccc(C)c2)c1C	/	3
Cc1cc(=O)c2ccccc2s1	-18	0

Sorted by molecular weight (low to high): 15 of the compounds above.
SMILES	RT RNaseH block	RmlCD inh mix
Cc1cc(=O)c2ccccc2s1	-18	0
Cc1cc(C)nc(SCCN2CCOCC2)n1	/	-8
O=C1NCC(O)=C1C=NC12CC3CC(CC(C3)C1)C2	-19	5&-9
Cn1c(=O)c2c(nc(Oc3ccccc3)n2C)n(C)c1=O	/	14
COC(=O)c1ccc2c(c1)NC(=O)C(N1CCOCC1)S2 (stereo unspecified)	42	2
Clc1ncccc1-c1nc2ccccc2n1Cc1ccccc1	/	-16
O=C(CSc1ncc(-c2ccc(F)cc2)[nH]1)NCc1ccco1	-4	6
COC(=O)C1=C(C)NC(=O)/C1=C\c1cc(C)n(-c2cccc(C)c2)c1C	/	3
Cc1ccc(OCc2nnc(SCC(=O)Nc3cc(C)on3)n2C)cc1	4	-14
COc1cccc(S(=O)(=O)Nc2ccc(C(=O)N3CCOCC3)cc2)c1	-2	9
CCc1nnc(NC(=O)C2CCCN2S(=O)(=O)c2ccc(C)cc2)s1 (stereo unspecified)	-11	/
Nn1c(Cc2ccccc2F)nnc1SCn1nnc2ccccc2c1=O	-2	7
Cc1cc(NC(=O)CSc2nnc(C(C)N(C)C)n2Cc2ccccc2)no1 (stereo unspecified)	5	-8
Cc1c(NS(=O)(=O)c2ccc3c(c2)c(=O)n(C)c(=O)n3C)c(=O)n(-c2ccccc2)n1C	-5	/
CCOC(=O)CN(C(=O)CSc1nnc(CNc2ccc(C)cc2C)n1CC)c1ccccc1	2	/

(more compounds)
SMILES	RT RNaseH block	RmlCD inh mix
Cc1cccc(NC(=O)C2c3ccccc3C(=O)N3CCc4ccccc4C23)n1 (stereo unspecified)	-6	-7
CCOC(=O)CN1C(=O)C(O)=C(C(C)=O)C1c1ccc([N+](=O)[O-])cc1 (stereo unspecified)	/	-14
OCCNCC(O)Cn1ccc2ccccc21 (stereo unspecified)	0	-4
CCOC(=O)N1CC=C2C(C#N)=C(N)C(C#N)(C#N)[C@H](c3cccs3)[C@H]2C1	-3	34
CN(C)c1ccc(CN2CCCC(O)C2)cc1 (stereo unspecified)	4	10
Cc1ccc(C(=O)Nc2cnc3ccccc3c2)cc1	/	-1
CCOCCCNC(=O)C(c1ccc(OC)cc1)N(Cc1ccc2c(c1)OCO2)C(=O)CNC(C)=O (stereo unspecified)	/	3
CC(=O)Nc1ccc(S(=O)(=O)NCc2ccc(C(=O)NCc3ccc(Cl)cc3)cc2)cc1	/	5
COc1cccc(N2CCN(c3c(C#N)c(C(F)(F)F)nn3C)CC2)c1	/	-10
COc1ccc(-c2ccc(=O)n(CC(=O)Nc3cccc(O)c3)n2)cc1OC	-4	1
O=C(OCCN1C(=O)c2ccccc2C1=O)c1cccc(OC(F)F)c1	-65	-16
O=C(Sc1nnnn1C1CCCCC1)c1cccs1	62*	7
COc1ccc(C(=O)CSc2ncn[nH]2)cc1OC	-7	1
COc1ccc(C2N(c3cc(Cl)ccc3OC)C(=O)C3CCCN32)c(OC)c1 (stereo unspecified)	-1	-4
CC(C)Cc1nc(SCC(=O)NCc2ccccc2)n[nH]1	-7	-13
Cc1cccnc1NC(=S)NC(=O)c1cncc(Br)c1	/	6
Cc1cccc(C(CC(=O)N2CCCC2)c2ccccc2)c1O (stereo unspecified)	2	-8
COCCn1nnnc1CN1CCOCC1	0	-12
COc1nnc(-c2ccc(N3CCOCC3)c(NC(=O)c3ccco3)c2)c2ccccc12	-2	4
Cc1cc(Cl)ccc1OCC(=O)N/N=C1\CCCc2ccccc21	/	8
CCOC(=O)CC(=O)CSc1nc2c(cc1C#N)CCCCC2	7	76
CCc1ccc(CC)c(S(=O)(=O)Nc2ccc(O)c(C(=O)O)c2)c1	-10	-6
COc1ccc(Nc2ncnc3c2cnn3Cc2ccc(C)cc2)cc1	/	-3
O=C(NC(Cc1ccc(F)cc1)C(=O)O)c1ccccc1 (stereo unspecified)	6	11
COc1cccc(NC(=O)c2cccnc2)c1	-11	-14
O=c1c2[nH]c3ccc(F)cc3c2ncn1CCCn1ccnc1	0	-4
CCCCn1c(CN2CCN(C(=O)c3ccco3)CC2)nc2c1c(=O)n(C)c(=O)n2C	-14	4
COC(=O)c1cccc(S(=O)(=O)N2CCC(n3nnc4cc(F)ccc43)CC2)c1	3	1
O=C(CCC(=O)N1CCCC1)Nc1nnc(C(F)(F)F)s1	-2	-9
CCOC(=O)N1CCN(C(=O)CSc2nc3c(cnn3-c3ccc(C)cc3)c(=O)[nH]2)CC1	-8	4
O=c1c2ccccc2nnn1Cc1ccccn1	4	-4
COc1cc([C@@H]2c3cc4c(cc3[C@@H](O)[C@@H](CO)[C@@H]2CO)OCO4)cc(OC)c1O[Si](C)(C)C(C)(C)C	/	14
CCOC(=O)C1CCCN(C(=O)c2cc(Nc3ccc(OC)c(OC)c3)nc3ccccc23)C1 (stereo unspecified)	-9	13
Cc1ccc2oc(=O)c3cnn(CC(=O)N4CCCCC4C)c3c2c1 (stereo unspecified)	-10	-10
Cc1cc(=O)n2nc(N3CCCC(C(=O)NCCc4ccccc4)C3)sc2n1 (stereo unspecified)	-11	-10
CSc1nc(-c2ccco2)nn1C(=O)c1cccs1	0	4
Cc1ccc(C2C3=C(CC(C)(C)CC3=O)Nc3onc(C)c32)cc1 (stereo unspecified)	/	-8
CC(=O)N1CCN(CCN=CC2=C(O)CC(c3ccc(Cl)cc3)CC2=O)CC1 (stereo unspecified)	-11	/
COCCNC(=O)c1ccc2c3n(nc2c1)-c1ccc(C)cc1CO3	/	-10
Cc1cc(-c2nnc3sc(-c4ccc(Cl)cc4Cl)nn23)n[nH]1	-1	3
CCCCSCc1[nH]c(=O)[nH]c1C(=O)CCCCC(=O)OCC	-47	8
COCc1nnc(SCC(=O)NC(C)c2ccccc2)n1-c1ccccc1 (stereo unspecified)	1	-38
CC(C)CCn1c(CN2CCN(C(=O)c3ccco3)CC2)nc2c1c(=O)n(C)c(=O)n2C	-9	6
COc1ccc(NC(=O)/C(C#N)=C/c2ccc(Br)o2)cc1	/	6
COC(=O)c1c(NC(=O)CSc2nc(-c3ccco3)cc(C(F)(F)F)n2)sc2c1CCCC2	/	14
Cc1ccc(N2C(=O)c3n[nH]c(C)c3C2c2cccnc2)cc1 (stereo unspecified)	-3	22
Cc1ccc(N2CC(C(=O)Nc3nnc(C)s3)CC2=O)cc1 (stereo unspecified)	1	-15
CC1(C)Cc2cccc(OCC(=O)Nc3ccccc3N3CCOCC3)c2O1	-10	22
C/C(Cl)=C\Cn1c(Nc2ccccc2)nc2c1c(=O)n(C)c(=O)n2C	-6	-14
O=C(O)c1ccccc1NCN1C(=O)C2CC=C(Cl)CC2C1=O (stereo unspecified)	-9	37*
CCOC(=O)C1CCN(C(=O)NC23CC4CC(CC(C4)C2)C3)CC1	8	-11
Cc1ccc(Nc2nc(-c3ccc(S(=O)(=O)N4CCCC4)cc3)cs2)cc1C	/	1
O=C(NC1CCCCC1)C(Cc1ccccc1)NS(=O)(=O)c1cccs1 (stereo unspecified)	/	5
Cc1ccccc1NC(=O)C1(NC(=O)c2cccc(N3C(=O)CSC3c3ccccc3)c2)CCCCC1 (stereo unspecified)	/	-8
CCC(C)NC(=O)CSc1nc2ccccc2c(=O)n1CCCC(=O)NCC1CCCO1 (stereo unspecified)	-4	-9
CC(C)CC12CN3CCN(CC(C3)/C1=N/O)C2	-4	14
CN(CCCC(=O)Nc1nccs1)S(=O)(=O)c1ccc(Cl)cc1	-58	5
C=CCNC(=O)c1ccc(Cl)cc1Cl	-4	2
Nc1nc(CSCCO)nc(Nc2ccc(F)cc2)n1	/	-10
CSc1nc(N2CCOCC2)c2c3c(sc2n1)CCC3	4	-3

Carrying on:
SMILES	RT RNaseH block	RmlCD inh mix
Clc1ccccc1Nc1ncnc(-n2cccc2)n1	/	5
CN1CCN(C(=O)c2ccccc2-c2ccccc2C(=O)O)CC1	-10	-67
CC(CCc1ccccc1)NC(=O)C(=O)NCCO (stereo unspecified)	/	-8
CCOc1ccc(NS(=O)(=O)c2ccc(NS(=O)(=O)c3ccccc3)cc2)cc1	/	6
CCn1c(-c2cc(Cl)ccc2OC)n[nH]c1=S	/	22
COc1ccccc1-c1nc(-c2cccc(C)c2)no1	-19	-9
N#Cc1c(C(F)(F)F)cc(-c2ccco2)nc1SCc1ccncc1	0	5
Cc1ccc(/C(O)=C2\C(=O)C(=O)N(CC(C)O)C2c2cccc(F)c2)cc1 (stereo unspecified)	-7	-9
OCCN(CC(O)Cn1ccc2ccccc21)CC(O)Cn1ccc2ccccc21 (stereo unspecified)	-3	/
COc1ccccc1N1CCN(C(=O)CCCC2=NS(=O)(=O)c3ccccc3N2)CC1	-10	/
O=C(CN1C(=O)c2ccccc2C1=O)Nc1sc2c(c1C(=O)NCC1CCCO1)CCC2 (stereo unspecified)	/	-3
COc1cc(-c2nc3cnccn3c2Nc2ccc3c(c2)OCCO3)ccc1O	-28	15
Cc1nc(SC(C)C)[nH]c(=O)c1Cc1ccccc1	-28	-35
CCn1cc(C(=O)NCCCOC)c(=O)c2cc(S(=O)(=O)N(C)C3CCCCC3)ccc21	0	-10
Clc1ccc(Nc2nc(-c3cccs3)cs2)nc1	-13	3
COCCNC(=O)COC(=O)c1[nH]c(C)c(C(C)=O)c1C	/	3
O=C(Cn1nc(C(F)(F)F)c2c1CCC2)N1CCN(c2ccccc2)CC1	-15	-11
CC1(C)CC(=O)C2=C(C1)c1c(ccc3ccccc13)NC2c1ccc(Br)o1 (stereo unspecified)	/	-26
COc1ccc(-c2nc(CS(=O)CC(=O)NCCCN3CCCC3)c(C)o2)cc1OC (stereo unspecified)	-6	6
COCCN(Cc1cc2cccc(C)c2n2nnnc12)C(=O)C(F)(F)F	-3	-4

Source: PubChem BioAssay (several laboratories)
